FN deposition inh: inhibitors of fibronectin matrix deposition, primary screen, AH1F cells, Alexa488-fibronectin fluorescence, plate reader. AH1F fibroblasts, overnight. inhibition, % at 12.6 µM. 350,000 tested, 0.086% active. AID 743247, 2014;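 active = mean inhibition across replicates of 30% or more, regardless of how many single replicates reach that level; inconclusive = mean under 30% yet at least half of replicates reach 30%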;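 note: positive control wells lacked labelled fibronectin entirely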
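Assay system: AH1F fibroblast monolayer, labelled fibronectin deposition. Amount: 10000 cells per well. Also added: labelled fibronectin 24 nM. Compound: single-point pinned compound. Incubation: cell attachment 1 h, compound and FN exposure overnight. Detection: fluorescence after three HBSS washes, excitation 485 nm, emission 525 nm. Read-out: inhibition of fibronectin deposition signal.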
INS-1E GSIS act: GLuc luminescence reporter in INS-1E cells, primary screen for activators of glucose-dependent secretion of insulin | 370,000 tested, 0.61% active | INS-1E GLuc reporter insulin secretion, 2-3 h | activation, % at 16.6 µM;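 active = lowest replicate activation of at least 40%, so every replicate reaches that level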;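 note: 0% = median of neutral control wells and 100% = median of IBMX positive control wells; some compounds called inactive have numbers as strong as hits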
miR-122 sensor: miR-122 Renilla sensor signal increase in Huh7, primary screen, miR-122 inhibitor project, cell-based, single point, plate reader; activation (reporter increase), % at 12.5 µM; Huh7 miR-122 Renilla luciferase sensor, 48 h; neutral wells = 0, positive control = 100; 340,000 tested, 0.3% active; AID 602342, 2012;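 active = mean replicate activation score at least 90 and every replicate individually at or above 90; inconclusive = only one of the two criteria met; inactive = neither criterion met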;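 note: higher luciferase means less miR-122 activity so hits act as miR-122 inhibitors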
F508del corr: F508del CFTR correction, initial screen, CFBE line, single point; activity (quench increase), % at 7.58 µM; AID 720511, 2013; CFBE cells, YFP halide quenching; stimulated with forskolin plus potentiator P3; % fluorescence drop versus neutral controls; 350,000 tested, 0.36% active;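 active = mean added fluorescence quench of at least 8% versus neutral control, with both replicates also reaching 8%; inconclusive = only one of the mean or replicate conditions met; inactive = mean below 8% and not both replicates reaching 8%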;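 note: cells transiently co-express mutant CFTR-F508del with the halide-sensitive YFP; corrector assay measuring rescue of mutant channel to the surface after 24 h compound exposure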
PAX8 reporter: inhibitors of PAX8-driven TPO luciferase reporter, primary screen, RMG-I cells, single concentration. 360,000 tested, 1.2% active. AID 652154, 2013. SteadyGlo, 24 h. inhibition, % at 12.6 µM;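 active = mean replicate inhibition at least 60% with every replicate also reaching 60%; inconclusive = only one of the two criteria is met; inactive = mean below 60% and not all replicates reaching 60%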;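 note: luciferase light reporting Pax8 driven TPO promoter activity; plate controls were median of neutral control wells for no effect and mitoxantrone controls for full effect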
DENV2 CPE: inhibitors of DENV2 cytopathic effect, primary screen, cell-based, plate reader, single concentration. DENV2-infected cells, cytopathic effect rescue. CPE inhibition, % at 9.99 µM. 350,000 tested, 1.7% active; in the data active = CPE inhibition above about 20%, passing the limit was not always enough; inconclusive = no clear call, values can overlap the other calls; tested in BHK-21 cells;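 note: 0% = median of neutral control wells and 100% = median of positive control wells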
EWS-Fli block: EWS/Fli-driven NR0B1 reporter inhibitors, primary screen, A673 cells, NR0B1 luciferase, luminescence, MLPCN library; viability-normalised; inhibition, % at 12.6 µM; 350,000 tested, 0.67% active; AID 651661, 2012;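 active = mean inhibition of at least 50% after viability correction, with every replicate also passing that limit; inconclusive = mean reaches 50% but only one of two replicates passes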;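 note: firefly luciferase signal divided by Alamar Blue viability fluorescence both relative to DMSO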
* = called active by the depositor; u = inconclusive; x = not tested or not shown; & = joins results of further samples; [ ] = dose if it differs, or a comment.

SMILES | FN deposition inh | INS-1E GSIS act | miR-122 sensor | F508del corr | PAX8 reporter | DENV2 CPE | EWS-Fli block
CCNC(=O)C[C@H]1CC[C@@H]2[C@H](COc3ccc(NC(=O)C4CCOCC4)cc3C(=O)N2C)O1 | 3 | 14 | -5[16.7 µM] | -2.2 | -1 | 6 | -5
O=C(O)c1cnn2c(-c3ccc(F)cc3)ccnc12 | 11 | 11 | 0 | -1.7 | 6 | -1 | 2
Cc1cc(C(F)(F)F)n2ncc(C(=O)O)c2n1 | -5 | 12 | 2 | 2.2 | -1 | -2 | -14
C[C@@H]1CN([C@H](C)CO)C(=O)c2cc(NS(=O)(=O)c3ccc(Cl)cc3)ccc2O[C@H]1CN(C)S(=O)(=O)c1ccccc1 | x | -7 | 70[16.7 µM] | -0.3 | -1 | 19 | -7
COC(=O)C1C(=O)NCC1c1ccccc1 (stereo not drawn) | -2 | x | -3 | x | 1 | x | x
O=Cc1ccnc(-c2ccc(OC(=O)c3ccco3)cc2)n1 | -6 | -10 | x | 2.1 | -4 | 3 | -7
COC(=O)CC1=NN(c2ccc(OC)cc2)C(=O)C1 | 1 | 6 | x | -0.2 | 7 | 3 | 3
C/C=C/c1ccc([C@H]2[C@H](CO)N3CCCCN(S(=O)(=O)c4ccc(OC)cc4)C[C@@H]23)cc1 | 6 | -18 | -6[16.7 µM] | -0.6 | -7 | -25 | 5
COc1cccc(C#Cc2cnc3c(c2)C(=O)N([C@@H](C)CO)C[C@@H](C)[C@H](CN(C)C(C)=O)O3)c1 | -4 | 4 | -7[16.7 µM] | 0.8 | x | -2 | 3
COCC(=O)N(C)[C@H]1C[C@H]2c3cc(-c4ccccc4)ccc3CCN2C(=O)[C@H]1[C@H](C)O | 2 | 6 | 4 | 2.1 | 24 | -5 | 9
COc1ccc(CN2[C@H](CO)[C@H]3c4ccccc4N(C(=O)Nc4ccccc4)C[C@H]32)cc1 | 4 | 2 | -10[16.7 µM] | 1.0 | -5 | -15 | -7
CC(C)(C)S(=O)N1Cc2cc(C(=O)NCCCN3CCOCC3)nc(-c3cccc(-c4cc5ccccc5o4)c3)c2[C@H]1CCO (stereo partly drawn) | -3 | -4 | -6 | 0.8 | 9 | -12 | -3
S=c1[nH]nc(-c2ccco2)n1/N=C/c1cccs1 | 10 | 2 | x | x | 20 | x | x
CC(NC(=O)COC(=O)C1CCN(S(=O)(=O)c2ccccc2C(F)(F)F)CC1)c1ccccc1 (stereo not drawn) | -1 | -10 | -7 | 2.5 | 2 | -24 | 9
COc1ccc(/C=N/NC(=O)c2ccccc2[N+](=O)[O-])cc1CN1CCc2cc(OC)c(OC)cc2C1C (stereo not drawn) | 0 | 8 | x | 0.3 | 14 | 0 | 0
COc1ccc(S(=O)(=O)n2nc(C)c(S(=O)(=O)N3CCOCC3)c2C)cc1 | 2 | 22 | -11 | -3.7 | 6 | 5 | x
N/C(=N\OC(=O)CCC1CCCC1)c1cccnc1 | 2 | 13 | x | -1.8 | 1 | x | -2
CCN(CC)S(=O)(=O)c1ccc(S(=O)(=O)N2CCCC(C(=O)NC3CC3)C2)cc1 (stereo not drawn) | 2 | -1 | -2 | 0.0 | -4 | -2 | 6
NC(=O)C1CCN(C2=C(NS(=O)(=O)c3ccc(Br)cc3)C(=O)c3ccccc3C2=O)CC1 | -13 | 11 | 4 | 0.4 | 18 | 1 | 0
Cc1cc(NC(=O)CSc2nc3c([nH]c4ccccc43)c(=O)n2-c2ccccc2F)no1 | 2 | 0 | -8 | -3.1 | 27 | -3 | 18
COc1ccc([C@@H](OC(=O)Nc2ccc(SC)cc2)[C@@H](CCO)OC)cc1O | x | x | x | -1.3 | -4 | -8 | -3
Cc1ccc([C@H]2C[C@@H](n3cc(C4CC4)nn3)[C@H](O)CN2C(=O)c2cccs2)cc1 | -5 | 2 | -4 | -0.7 | -11 | -3 | 4
CCC(=O)N1CC2(CCN(Cc3cncnc3)CC2)c2c([nH]c3cc(OC)ccc23)[C@H]1CO | x | 6 | x | -3.0 | x | -2 | 30
Nc1nc(SCc2ccccc2)sc1C(=O)N1CCCCC1 | -8 | x | -5 | 0.4 | -166 | u | -58
CC(CC(=O)Nc1ncc([N+](=O)[O-])s1)c1ccccc1 (stereo not drawn) | 3 | -27 | 4 | -4.2 | -31 | -2 | -31
CCCc1nn2c(=O)cc(CSCC(=O)Nc3cccc(OC)c3)nc2s1 | 0 | 24 | 6 | 0.5 | -14 | 1 | x
CCc1ccc(NC(=O)CSc2nc3ccccc3nc2N2CCCC2)cc1 | -5 | x | x | -0.7 | 28 | -5 | -13
COc1cccc(CNC(=O)[C@H]2CCCN2)c1 | -1 | -14 | x | -0.1 | -9 | 15 | -11
Cc1noc(C)c1S(=O)(=O)Nc1ccc2c(c1)CC(=O)N([C@H](C)CO)C[C@H](C)[C@@H](CN(C)S(=O)(=O)c1ccccc1)O2 | x | 1 | 4[16.7 µM] | 1.3 | -7 | 10 | -3
Cc1ccc(OCCCCc2c(C)n[nH]c2C)cc1 | -1 | -8 | 1 | -1.1 | -7 | -6 | -1
CCOc1ccc(CNC(=O)CCS(=O)(=O)Cc2cccc(Cl)c2)cc1OC | -1 | 15 | 1 | -0.5 | 0 | -4 | 2
Cc1nn(C)cc1NC(=O)c1nn(C)cc1[N+](=O)[O-] | 4 | 8 | -14 | -1.9 | 4 | 3 | -4
COc1ccccc1NC(=O)N[C@H]1CC[C@@H](CCNS(=O)(=O)c2ccccc2)O[C@H]1CO | x | 13 | -2[16.7 µM] | -4.0 | 2 | 3 | 6
O=C(C1CC1)N1CCN=C1SCc1ccccc1Cl | -10 | 17 | 0 | -0.8 | -36 | -1 | -5
CCOC(=O)N1CCN(C(=O)CS(=O)(=O)c2cn(Cc3ccc(Cl)cc3)c3ccccc23)CC1 | -1 | x | x | 2.1 | -9 | u | -3
COc1ccc(C2C(C(C)=O)=C(C)N=c3s/c(=C\c4ccco4)c(=O)n32)c(OC)c1 (stereo not drawn) | 2 | x | -18 | x | -19 | x | x
COc1ccccc1N1CCN(c2ccc([N+](=O)[O-])cc2Cl)CC1 | 3 | -31 | x | x | 22 | x | x
O=c1[nH]nc(-c2ccccc2)cc1-c1ccccc1 | -2 | 15 | x | x | 11 | -4 | -27
Cc1cccc(NC(=O)Nc2nnc([C@@H]3C[C@H](O)[C@@H](CO)O3)s2)c1 | x | 3 | -25 | -2.2 | -88 | -3 | -52
CCCc1cc(C(=O)N2CCC(N3CCC(C(=O)NC(C)C)CC3)CC2)n(C)n1 | 16 | 4 | 0 | 2.3 | -3 | -3 | 11
O=C(CSc1nnc(-c2ccccc2)o1)NC1CC1 | -3 | 12 | -6 | 1.3 | -53 | -15 | -34
O=C(NCc1ccc(F)cc1)c1ccc[nH]1 | -12 | 21 | x | 1.0 | -7 | x | 8
COc1ccc(C(=O)Nc2ccc3c(c2)C(=O)N(C)C[C@@H](OC)[C@H](C)CN(C)[C@H](C)CO3)cc1 | -3 | -16 | x | 3.6 | -21 | -5 | 8
CC1CCN(c2oc(-c3ccccc3F)nc2C#N)CC1 | -6 | -1 | -8 | -4.1 | -79 | -3 | -52
Cc1cc(/C=C2/SC(=O)N(CC(=O)N3CCCC3)C2=O)c(C)n1C | 6 | 17 | -3 | 0.2 | -11 | 5 | -8
Cc1ccc(CNC(=O)C2CCCN(c3nn4c(=O)cc(C)nc4s3)C2)cc1 (stereo not drawn) | 7 | 3 | x | 0.8 | 11 | 4 | -5
COc1ccc(NC(=O)Nc2ccc(C(C)C)cc2)cc1 | -8 | -7 | x | 0.5 | -40 | 12 | -55
Nc1nnc(SCCCOc2ccc(F)cc2)s1 | -3 | -8 | -11 | -3.0 | 2 | -6 | 5
CCCCN1C(=O)C(=O)N(CC(=O)N2N=C3/C(=C/c4ccco4)CCCC3C2c2ccco2)C1=O (stereo not drawn) | 0 | -8 | x | -2.7 | -16 | 3 | -17
CC(C)C[C@H](NC(=O)N1CCn2c1nc1ccccc12)C(=O)NCc1ccccc1 | 2 | -21 | -2 | 0.6 | 7 | -8 | x
C[C@H](CO)N1C[C@H](C)[C@@H](CN(C)C(=O)c2ccc3c(c2)OCO3)Oc2ncc(C#CCN(C)C)cc2C1=O | -13 | 15 | x | -1.3 | x | 6 | 0
CCN1[C@@H]2Cn3c(ccc(-c4cccnc4)c3=O)[C@H]1[C@@H](C(=O)NC1CCCCC1)[C@@H]2CO | -1 | 14 | -1[16.7 µM] | -0.2 | 3 | 7 | -3
Cc1ccccc1-c1ccc(C2[C@@H]3CN(Cc4ccc5c(c4)OCO5)C[C@H]2N3)cc1 (stereo partly drawn) | -2&-6 | -5&6 | x | -0.8&-3.5 | 2&-1 | -10&7 | 2&-12
COc1cc(CN2CC(C)CC(C)C2)cc([N+](=O)[O-])c1O (stereo not drawn) | x | -9 | x | x | -1 | 1 | -6
Cc1ccn2c(Nc3ccccc3C)c(-c3ccccn3)nc2c1 | 0 | -13 | 18 | 5.2 | 13 | -14 | 19
Cc1ccc(S(=O)(=O)N(C)C)cc1N | 2 | 18 | 6 | 0.9 | 9 | u | 13
CC1CC1C(=O)OCC(=O)Nc1cccc(F)c1 (stereo not drawn) | 7 | 4 | x | 1.7 | -17 | 14 | -6
CC=Cc1ccc2n(c1=O)C[C@H]1[C@H](CO)[C@@H](C(=O)NCC3CC3)N(Cc3ccccn3)[C@@H]21 (mixture of isomers) | x | 8 | 2[16.7 µM] | -0.7 | -3 | 6 | 4
CCc1csc(CCNC(=O)C2CCC(=O)N(Cc3ccccc3F)C2)n1 (stereo not drawn) | -1 | 0 | 2 | 1.9 | 1 | 16 | x
CC(C)(C)[S@](=O)N1Cc2cc(C(=O)NCc3ccccc3F)nc(-c3cccc(-c4cccnc4)c3)c2[C@@H]1CCO | 10 | -18 | x | 0.8 | 0 | -1 | 9
Other structures
SMILES | FN deposition inh | INS-1E GSIS act | miR-122 sensor | F508del corr | PAX8 reporter | DENV2 CPE | EWS-Fli block
COc1ccccc1C1C2CCCCC2(O)CCN1CC(=O)Nc1ccccc1 (stereo not drawn) | x | -42 | 4 | -3.8 | x | 2 | 7
CC(=O)N1CCCc2ccc(NS(=O)(=O)c3ccc(C)c(C)c3)cc21 | -5 | -40 | 43 | -0.5 | 26 | 2 | x
Cc1ccc2[nH]cc(S(=O)(=O)c3ccc(C(C)C)cc3)c(=O)c2c1 | -1 | -2 | 0 | 1.4 | 6 | u | 3
O=C(C[C@@H]1CC[C@H]2[C@@H](COC[C@@H](O)CN2Cc2cc(F)ccc2F)O1)NCc1ccc(Cl)cc1 | -12 | -10 | -4[16.7 µM] | 3.0 | 18 | 1 | -1

Rewritten comma-delimited: two of the compounds above.
canonical_smiles,FN deposition inh,INS-1E GSIS act,miR-122 sensor,F508del corr,PAX8 reporter,DENV2 CPE,EWS-Fli block
Cc1ccc2[nH]cc(S(=O)(=O)c3ccc(C(C)C)cc3)c(=O)c2c1,-1,-2,0,1.4,6,u,3
O=C(C[C@@H]1CC[C@H]2[C@@H](COC[C@@H](O)CN2Cc2cc(F)ccc2F)O1)NCc1ccc(Cl)cc1,-12,-10,-4[16.7 µM],3.0,18,1,-1

Among those listed so far, two have a COOH group:
SMILES | FN deposition inh | INS-1E GSIS act | miR-122 sensor | F508del corr | PAX8 reporter | DENV2 CPE | EWS-Fli block
O=C(O)c1cnn2c(-c3ccc(F)cc3)ccnc12 | 11 | 11 | 0 | -1.7 | 6 | -1 | 2
Cc1cc(C(F)(F)F)n2ncc(C(=O)O)c2n1 | -5 | 12 | 2 | 2.2 | -1 | -2 | -14
